# FBA Mtb inh – inhibits M. tuberculosis FBA enzyme; P9WQA3; purified M. tuberculosis FBA, fluorescence read-out; inhibition, % at 1 µM; hit rate 2.3% among 360,000; in the data active means inhibition above about 27%;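 further: 0% = vehicle and 100% = reference inhibitor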
# Target sequence (P9WQA3 whole entry, looked up): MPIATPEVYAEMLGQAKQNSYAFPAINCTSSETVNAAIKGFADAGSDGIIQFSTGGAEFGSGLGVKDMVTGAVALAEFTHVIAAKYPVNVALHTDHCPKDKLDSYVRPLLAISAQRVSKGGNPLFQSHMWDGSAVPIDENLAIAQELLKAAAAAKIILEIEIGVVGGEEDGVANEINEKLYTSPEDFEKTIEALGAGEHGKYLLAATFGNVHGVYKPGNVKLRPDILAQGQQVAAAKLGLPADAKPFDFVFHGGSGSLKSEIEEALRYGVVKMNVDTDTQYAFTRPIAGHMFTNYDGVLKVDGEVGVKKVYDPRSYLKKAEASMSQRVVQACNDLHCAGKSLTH
# SSB-PriA inh – inhibitors of Klebsiella pneumoniae PriA binding to SSB C-terminal tail; AlphaScreen SSBct-PriA binding, biotinylated peptide; inhibition, % at 33 µM; hit rate 0.6% among 430,000; in the data active means inhibition mostly above about 37%, no sharp cut-off; inactive means mostly below about 20%;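 further: plate controls were negative control peptide for no effect and reference peptide for full effect; strong numbers were not always called active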
# BH1578 lux ind – inducers of Vibrio cholerae quorum light production without autoinducers; V. cholerae BH1578 lux reporter, luminescence, 6 h; activation, % at 18.7 µM; AID 588436; hit rate 0.16% among 350,000; in the data active means activation mostly above about 9.7%, no sharp cut-off; further: not every result past the cut was called active; inactives centre near 0; reference of the scale not given here
# Mtb UGM inh – Mtb UDP-galactopyranose mutase inhibition; inhibition, % at 10 µM; purified UGM, fluorescence polarization probe displacement; hit rate 0.06% among 320,000; AID 504406; in the data active means inhibition above about 10%, passing the limit was not always enough
# Rv3671c protease – inhibitors of M. tuberculosis serine protease Rv3671c | inhibition, % at 5.96 µM | hit rate 0.048% among 320,000 | AID 2606; in the data active means inhibition above about 38%;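 further: extracellular domain of Rv3671c used as enzyme; 0% = enzyme with DMSO and 100% = no enzyme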
# Target sequence (P9WHR9 whole entry, looked up, the tested form may be a part): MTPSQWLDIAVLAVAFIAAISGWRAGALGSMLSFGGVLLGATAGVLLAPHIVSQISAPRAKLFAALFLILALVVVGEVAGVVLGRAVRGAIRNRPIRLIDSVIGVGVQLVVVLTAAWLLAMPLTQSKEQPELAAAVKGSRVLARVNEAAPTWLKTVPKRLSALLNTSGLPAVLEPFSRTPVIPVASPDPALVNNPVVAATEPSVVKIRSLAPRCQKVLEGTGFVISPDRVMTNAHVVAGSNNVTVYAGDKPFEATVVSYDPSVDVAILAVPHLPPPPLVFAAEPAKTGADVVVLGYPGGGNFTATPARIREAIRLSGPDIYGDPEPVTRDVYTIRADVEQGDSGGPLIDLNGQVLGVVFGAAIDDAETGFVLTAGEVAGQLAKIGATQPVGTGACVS
# GDH-TPI inh – GDH-TPI coupled enzyme inhibition counter-screen; GDH-TPI coupled enzyme counterscreen, NADH absorbance; inhibition, % at 4.8 µM; hit rate 1.2% among 360,000; in the data active means inhibition above about 30%;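 further: 0% = DMSO wells and 100% = wells lacking the enzyme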
# MazF activator – MazEF (E. coli) toxin RNase activation. hit rate 0.32% among 350,000. FAM/BHQ RNA-DNA oligo cleavage fluorescence, 5 h. activation, % at 20 µM; in the data active means activation above about 50%
# Target sequence (P0AE70 whole entry, looked up): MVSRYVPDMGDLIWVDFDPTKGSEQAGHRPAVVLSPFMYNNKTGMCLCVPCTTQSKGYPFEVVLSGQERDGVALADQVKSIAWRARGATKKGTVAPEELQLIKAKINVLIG
# VHR inh abs – blocks human VHR1 dual specificity phosphatase. inhibition, % at 13.3 µM. hit rate 0.52% among 290,000. P51452. AID 1654. recombinant VHR phosphatase, pNPP absorbance; in the data active means inhibition above about 50%; further: some compounds called inactive have numbers as strong as hits
# Target sequence (P51452 whole entry, looked up): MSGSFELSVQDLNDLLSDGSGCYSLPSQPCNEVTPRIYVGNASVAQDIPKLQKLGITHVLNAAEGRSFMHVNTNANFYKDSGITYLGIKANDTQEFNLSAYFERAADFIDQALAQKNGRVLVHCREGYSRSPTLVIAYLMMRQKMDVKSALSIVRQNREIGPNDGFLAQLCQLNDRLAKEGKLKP
# 3CLpro inhibitor – SARS-CoV 3CLpro protease inhibition; P0C6X7; recombinant SARS-CoV 3CLpro, quenched FRET peptide cleavage; inhibition, % at 6 µM; hit rate 0.14% among 290,000; in the data active means inhibition above about 12%
# BioA inh – blocks M. tuberculosis BioA enzyme activity. purified M. tuberculosis BioA enzyme, plate reader. inhibition, % at 9.99 µM. hit rate 0.096% among 360,000. AID 602481; in the data active means inhibition above about 40%
# An asterisk follows results filed as active; i = inactive; x = not tested or not shown; & = joins results of further samples. Only part of the results is shown. The share of hits here may be higher or lower than overall.
SMILES,FBA Mtb inh,SSB-PriA inh,BH1578 lux ind,Mtb UGM inh,Rv3671c protease,GDH-TPI inh,MazF activator,VHR inh abs,3CLpro inhibitor,BioA inh
O=C(NC(=S)Nc1cccc(Cl)c1N1CCCCC1)c1cccs1,-0.4,11.7,-0.3,3.8,-18.3,13.6,-5.8,27.3,-6.3,x
COC(=O)c1cc(C(=O)OCC(=O)N2CCCCC2)cc([N+](=O)[O-])c1,2.6,4.5,-0.3,0.0,3.1,-1.4,0.4,x,x,0.2
Cc1ccc(Cl)c(NC(=O)COC(=O)c2ccccc2C(=O)c2ccc(Cl)c([N+](=O)[O-])c2)c1Cl,-2.3,-12.6,-0.2,4.6,-7.1,10.0,4.5,4.4,1.0,0.3
Cc1ccccc1S(=O)(=O)N1C[C@H]2CON(C)[C@H]2C[C@H]1c1cccc(N2CCOCC2)c1,-1.2,-0.5,-1.6,x,x,0.9,-1.0,x,x,0.1
CCOC(=O)c1cc(C)sc1NC(=O)CSc1nnnn1C,0.8,-11.9,-0.4,-2.0,9.2,-6.2,0.9,23.6,0.6,2.0
CC1(C)C2([N+](=O)[O-])CN(CCO)CC1([N+](=O)[O-])CN(CCO)C2,0.2,-5.9,x,2.3,-2.2,1.2,-3.0,-0.3,-3.1,-1.4
Cc1cccc(NC(=S)NNC(=O)c2ccco2)c1,0.9,4.3,i,1.0,-1.1,0.9,-20.8,14.4,0.4,0.4
CC(=O)N(C)C1(c2nnnn2CCOC(=O)Nc2cccc3ccccc23)CCCC1,2.1,-15.7,-0.6,2.6,-1.0,-6.0,2.0,4.8,-5.8,-0.1
NNC(=S)Nc1ccccc1Cl,4.6,-4.1,-0.4,1.8,-2.5,-0.6,14.0,5.2,5.4,-0.9
CC(C)(C)NC(=O)NC(=O)CN1CCN(C(c2ccccc2)c2ccccc2)CC1,2.9,-1.9,-1.4,-2.6,-5.3,-4.4,2.1,10.2,2.1,x
Cc1cc(C(=O)NCc2csc(-c3ccccc3)n2)no1,2.1,-13.0,-4.5,2.5,-6.0,1.0,0.1,6.2,2.5,0.3
NC(=S)Nn1c(CCC(=O)O)ccc1-c1ccccc1,2.1,-1.5,-0.4,-2.9,-4.1,5.3,-5.5,-15.0,2.6,x
COc1cc2c(cc1OC)C(C)N(S(=O)(=O)c1cnc(Cl)c(Cl)c1)CC2 (centres undefined),-4.5,12.9,-0.3,-1.0,-11.7,-8.1,-0.7,51.2*,-1.6,0.7
COc1cccc(C(=O)NCC(c2cccs2)N2CCc3ccccc32)c1 (centres undefined),2.5,26.9,-1.1,4.3,3.9,3.5,-3.1,x,x,0.9
COc1ccccc1-c1nnc(-c2ccc(N3CCOCC3)cc2)o1,17.6,-5.9,-0.7,-0.9,2.6,27.5,-4.7,8.9,-5.3,-1.6
O=C(NC1CC1)C1=C[C@@H](c2ccc3c(c2)OCO3)C[C@@H](OCc2ccc(CO)cc2)O1,3.6,5.0,i,-2.8,-0.9,13.2,-0.1,21.2,2.3,-1.5
O=C(Nc1nc(-c2cc(Cl)sc2Cl)cs1)c1ccccc1,0.9,-5.2,-0.7,2.1,-124.1,9.1,2.7,13.3,6.0,-2.2
Cc1ccc(Sc2ccc(NC(=O)CCl)cc2)c(C)c1,x,7.2,x,0.8,-11.3,x,-3.4,-3.8,6.8,x
CCc1ccc(Nc2n[n+](-c3ccccc3)c(-c3c(Cl)cccc3Cl)s2)cc1,1.0,65.6*,-0.4,2.0,11.9,16.8,2.5,36.9,7.2,-1.3
Cc1c(C(=O)NCCN(C)C)oc2ccc(S(=O)(=O)N3CCCC3)cc12,-0.4,0.1,-0.2,-0.5,1.2,-6.8,111.3*,2.1,-0.7,-2.6
COc1ccc(C2CN(C)CC2C(=O)c2ccc(F)cc2)cc1Cl (centres undefined),-2.0,-5.0,i,-0.9,-3.0,-7.6,-8.5,11.5,-0.2,x
Cc1nc2ccc(Br)cn2c1NC(C)(C)C,3.4,2.3,-0.4,0.7,4.1,14.5,6.6,31.3,3.3,0.1
CCOc1ccc(NC(=O)c2cccc3ccccc23)cc1,-1.7,-12.8,-0.3,1.0,-2.7,-12.6,2.5,-3.6,-3.6,-1.8
N#Cc1ccsc1NC(=O)CN1CCCCCC1,5.5,-7.0,0.7,-2.1,-7.2,11.2,9.5,-6.0,4.8,0.9
O=C(CN1CC(c2ccccc2)CC1=O)Nc1cccc(F)c1 (centres undefined),2.6,-5.9,-0.4,-2.2,2.2,9.9,-3.0,0.2,-6.5,2.4

# 3 compounds already listed, arranged by molar mass, falling:
SMILES,FBA Mtb inh,SSB-PriA inh,BH1578 lux ind,Mtb UGM inh,Rv3671c protease,GDH-TPI inh,MazF activator,VHR inh abs,3CLpro inhibitor,BioA inh
Cc1ccc(Cl)c(NC(=O)COC(=O)c2ccccc2C(=O)c2ccc(Cl)c([N+](=O)[O-])c2)c1Cl,-2.3,-12.6,-0.2,4.6,-7.1,10.0,4.5,4.4,1.0,0.3
CC(C)(C)NC(=O)NC(=O)CN1CCN(C(c2ccccc2)c2ccccc2)CC1,2.9,-1.9,-1.4,-2.6,-5.3,-4.4,2.1,10.2,2.1,x
O=C(Nc1nc(-c2cc(Cl)sc2Cl)cs1)c1ccccc1,0.9,-5.2,-0.7,2.1,-124.1,9.1,2.7,13.3,6.0,-2.2

# Continued.
SMILES,FBA Mtb inh,SSB-PriA inh,BH1578 lux ind,Mtb UGM inh,Rv3671c protease,GDH-TPI inh,MazF activator,VHR inh abs,3CLpro inhibitor,BioA inh
CCN1CCN(c2cc(N3CCc4ccccc4C3)c(F)cc2[N+](=O)[O-])CC1,-3.1,35.7,-0.2,-1.2,-2.0,13.7,11.4,4.6,-7.3,x
O=C1c2ccccc2C(=O)N1CCCCN(C(=O)c1cccc([N+](=O)[O-])c1)c1ccc(Cl)cc1,-0.4,-8.1,-2.4,-1.2,-3.6,-13.5,3.9,35.7,2.4,-1.2
COc1ccc(NC(=O)CN2CCC(C)CC2)cc1,1.5,5.0&-4.2,i,-2.5,3.0,12.0,-1.8,-8.3,-0.6,1.7
Cc1cc(C(=O)CSc2nnc(N)s2)c(C)n1CCc1ccc(Cl)cc1,1.3,28.0,-3.6,-0.6,-16.6,12.6,-2.3,18.9,2.5,3.6
COc1ccc(C(=O)NCCc2nnc(SCc3nc4ccccc4c(=O)[nH]3)n2C)cc1,4.3,-18.2,i,-0.1,1.7,8.7,2.7,21.9,-2.5,1.3
CC1(C)NC(=O)N(CC(O)COc2ccccc2C(=O)Nc2ccccc2)C1=O (centres undefined),0.5,-4.3,-5.8,1.4,-4.8,-7.0,1.0,2.9,1.4,x
O=C(O)c1nccnc1C(=O)Nc1ccc(S(=O)(=O)N2CCOCC2)cc1,4.3,-8.3,-0.6,-0.5,10.7,10.8,-0.4,27.7,-0.8,x
Cc1ccc(NC(=O)c2ncn(CCCNCCCc3ccccc3)n2)cc1C,-0.7,2.4,-0.7,x,x,-15.6,23.7,x,x,0.8
COC(=O)c1sccc1NC(=O)/C=C/c1ccc(Cl)cc1,-0.6,-10.9,i,-2.2,6.2,-1.8,26.0,9.1,-3.1,x
Cc1cc(NC(=O)COC(=O)c2ccc(NS(=O)(=O)c3ccc(C)c(C)c3)cc2)no1,1.7,-1.0,i,-2.3,-37.4,11.2,4.9,35.1,-1.4,x
CCOC(=O)CSc1nc2cc(C(=O)N3CCC(C(N)=O)CC3)ccc2c(=O)n1-c1ccccc1,2.3,-9.0&-8.4,i,-0.1,3.4,-8.1,-1.7,-17.1,2.8,x
Cc1ccc(CCC(=O)Nc2nccs2)o1,-0.1,8.0,-1.7,-0.9,-0.9,6.9,-0.5,-0.8,0.6,-0.3
COc1ccc(S(=O)(=O)n2nc(OC(=O)c3ccc(C)cc3)cc2N)cc1,2.0,-25.0,i,0.4,7.8,4.2,1.2,9.5,-2.5,-1.0
Cc1cc(C)c(S(=O)(=O)Nc2ccc(O)cc2)cc1C,0.3,-2.4,x,-1.3,5.7,4.8,-2.0,16.5,-4.9,1.9
O=S(=O)(c1cc(Cl)ccc1Cl)N1CCc2ccccc21,1.5,-15.7,-0.4,0.0,-5.3,22.9,1.2,84.9,-1.8,-1.7
CC(C)Nc1nc2ccccc2c(=O)[nH]1,12.0,-12.0,-0.3,0.6,-0.5,-1.9,6.1,0.4,1.9,0.1
C[C@@H](NCCCn1cnc2c(OCc3ccccc3)ncnc21)c1cccc2ccccc12,3.1,11.8,2.8,x,x,-9.4,15.9,x,x,-1.0
Cc1cccc(CS(=O)(=O)Cc2ccc(C(=O)NCCN3CCCCC3C)o2)c1 (centres undefined),-1.6,3.6,-0.3,0.3,-2.5,-2.5,-1.5,-11.2,1.8,-0.6
Cc1cccc(C)c1OC(=O)Cc1ccccc1,-7.2,-13.1,-0.3,0.9,5.1,-3.5,-0.7,1.7,3.9,x
CCOC(=O)[C@H]1CCC[C@@H](NS(=O)(=O)c2ccc(NC(C)=O)cc2)C1,1.3,-2.9,0.4,2.8,9.7,-3.4,-1.6,28.7,-3.1,0.2
O=C(CSc1nc2ccccc2c(=O)n1NC(=O)Cc1ccccc1)NCc1ccccc1,1.2,-1.6,7.4,1.8,-5.3,5.8,5.8,3.0,5.9,4.0
O=C(Nc1ccc(F)cc1)c1cccnn1,-0.6,8.5,-0.6,-1.5,-1.3,-1.3,5.8,-14.3,-1.0,0.8
CCN1CCN(CC(c2ccccc2)c2ccccc2)CC1,-0.7,-14.4,-0.9,2.3,-7.4,3.5,11.4,23.3,-3.2,-0.6
Nc1ccccc1SCC(=O)N1CCc2ccccc21,4.0,-7.7,i,1.4,2.6,10.0,13.8,26.7,2.7,-1.2
N#CCc1c(C#N)c(N)nc(N2CCN(C=O)CC2)c1C#N,0.4,-1.9,-0.3,0.9,-10.5,14.2,5.3,15.5,-2.1,x

# Single values from the list.
# MazF activator, Cc1cccc(CS(=O)(=O)Cc2ccc(C(=O)NCCN3CCCCC3C)o2)c1 (centres undefined) stands at -1.5
# Mtb UGM inh, CCOC(=O)[C@H]1CCC[C@@H](NS(=O)(=O)c2ccc(NC(C)=O)cc2)C1 stands at 2.8

# Other entries follow:
SMILES,FBA Mtb inh,SSB-PriA inh,BH1578 lux ind,Mtb UGM inh,Rv3671c protease,GDH-TPI inh,MazF activator,VHR inh abs,3CLpro inhibitor,BioA inh
Cc1ccccc1C(=O)NC(=S)Nc1ccc(Oc2ccc(Cl)cc2)cc1,1.5,-12.1,-0.1,-1.2,-2.7,10.6,-4.5,9.6,-1.4,-1.3
COc1ccccc1N1C(=O)CC(N2CCc3ccccc32)C1=O (centres undefined),-5.6,29.4,i,0.2,6.2,19.9,5.9,27.4,4.2,-2.4
O=C(O)CCn1c(=O)sc2ccccc21,-1.0,-12.7,i,0.6,-10.5,-1.8,1.9,20.9,-0.3,-0.5
O=C(NCc1ccc(C(=O)N2CCC3(CC2)OCCO3)cc1)c1ccc2c(c1)OCO2,3.1,-7.5,-0.5,1.5,-10.3,7.1,1.4,29.7,-2.1,-1.4
CC1=C(C(=O)OC2CCCC2)C(c2coc3ccccc3c2=O)C2=C(CCCC2=O)N1 (centres undefined),-0.9,-13.1,4.2,-0.6,5.0,-3.5,3.1,-8.7,-6.3,-1.5
CC(CCc1ccccn1)(CCc1ccccn1)C(=O)c1ccccc1,2.9,-2.3,-2.7,x,x,-1.8,-0.9,x,x,6.0
COc1cccc(NC(=O)CN(C)C(=O)c2sc3cc(Cl)ccc3c2Cl)c1,1.4,-0.1,i,0.8,-11.8,-8.0,-14.6,x,x,-0.3
O=C(Nc1ccc2cn[nH]c2c1)c1c(Cl)cccc1Cl,0.0,-8.0,i,0.9,0.8,0.8,10.3,19.2,-0.4,-1.0
Cc1c(C(=O)O)cccc1N1C(=O)Nc2ccccc2N1O,1.4,-14.3,0.7,1.3,-2.1,7.2,7.0,18.0,-0.3,-0.7
COc1cc(OC)cc(C(=O)N2CCN(Cc3cccc(F)c3)CC2)c1,8.8,0.8,1.2,1.7,-1.1,-12.0,4.3,39.7,0.2,0.8
CN(C)S(=O)(=O)c1ccc(/C(O)=C2/C(=O)C(=O)N(CCN3CCCCC3)C2c2cccnc2)cc1 (centres undefined),3.6,x,2.1,x,x,13.2,-6.3,x,x,x

# Screening results from PubChem BioAssay.
